HCV core dimer – inhibitors of HCV core protein dimerization, primary screen, biochemical, TR-FRET, high-throughput. inhibition, % at 5 µM. AID 1899, 2009. 0.33% of 300,000 active. TR-FRET GST/Flag-core106 dimerization, 1536-well;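 active = inhibition above the mean of all tested compounds plus 3 SD, set per screening campaign, cut at about 45% in these data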
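test system = GST/Flag-tagged HCV core106 proteins | probe or stimulus = Eu donor and XL665 acceptor anti-tag antibodies | times = compound-protein-antibody incubation 4 h at 22.5 °C | signal = TR-FRET, excitation 340 nm, emission 617 and 671 nm | measure = percent inhibition of core106 dimerization signal | controls = wells lacking GST-core106 and wells with excess unlabelled core106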
GASC-1 inh – inhibitors of GASC-1 histone demethylase, primary screen, biochemical, fluorescence, DELFIA europium | Lysine-specific demethylase 4C (Homo sapiens), Q9H3R0 | 0.069% of 330,000 active | inhibition, % at 2.35 µM | GST-JMJD2C(1-420) H3K9me3 demethylation;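 active = more than half of a compound's replicate wells show inhibition beyond 50%, single wells judged on their own value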;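 note: signal counts dimethyl H3K9 product captured on neutravidin plate; 0% = median of DMSO wells and 100% = 0.3 times that DMSO median; strong numbers were not always called active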
Target sequence (Q9H3R0 1-420 limits assumed): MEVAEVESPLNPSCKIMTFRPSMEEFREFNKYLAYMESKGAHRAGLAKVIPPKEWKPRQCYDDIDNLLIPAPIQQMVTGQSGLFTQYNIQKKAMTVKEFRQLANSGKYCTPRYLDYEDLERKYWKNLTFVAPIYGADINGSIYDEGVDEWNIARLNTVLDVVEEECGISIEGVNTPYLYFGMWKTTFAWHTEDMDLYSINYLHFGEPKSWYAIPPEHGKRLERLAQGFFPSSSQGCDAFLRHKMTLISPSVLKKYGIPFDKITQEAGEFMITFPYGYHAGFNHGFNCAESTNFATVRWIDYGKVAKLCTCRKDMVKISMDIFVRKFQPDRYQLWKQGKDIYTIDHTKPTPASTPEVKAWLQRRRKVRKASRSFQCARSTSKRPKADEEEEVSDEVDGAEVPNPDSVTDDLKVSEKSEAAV
PP1 counter – PP1-alpha phosphatase inhibitors, primary screen, counter-screen for PP5 inhibitor project, biochemical, fluorescence, OMFP substrate, single point; purified PP1alpha; Serine/threonine-protein phosphatase PP1-alpha catalytic subunit (Homo sapiens), P62136; 0.9% of 320,000 active; inhibition, % at 6.7 µM;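 active = inhibition above the mean inhibition of all tested compounds plus 3 SD, computed separately for each screening campaign, cut at about 15% in these data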
Target sequence (P62136 whole entry, looked up): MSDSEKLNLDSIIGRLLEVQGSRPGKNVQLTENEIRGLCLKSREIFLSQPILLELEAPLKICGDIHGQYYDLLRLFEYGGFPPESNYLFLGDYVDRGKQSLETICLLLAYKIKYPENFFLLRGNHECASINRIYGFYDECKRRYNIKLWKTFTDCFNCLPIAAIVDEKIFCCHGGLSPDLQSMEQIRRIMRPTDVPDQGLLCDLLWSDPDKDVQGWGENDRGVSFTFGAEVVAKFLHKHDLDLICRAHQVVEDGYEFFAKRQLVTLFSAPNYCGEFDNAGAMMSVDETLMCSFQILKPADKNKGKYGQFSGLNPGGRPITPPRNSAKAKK
PP5 primary – PP5 phosphatase inhibitors, primary screen, biochemical, fluorescence. Serine/threonine-protein phosphatase 5 (Homo sapiens), P53041. purified PP5c, OMFP substrate fluorescence. inhibition, % at 6.7 µM. 0.18% of 320,000 active;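 active = inhibition above the campaign's mean inhibition across all tested compounds plus 3 SD, cut at about 9.5% in these data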;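 note: 0% = DMSO only and 100% = 100 µM cantharidin control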
EBNA-1 inhibitor – EBNA-1 DNA-binding inhibitors, primary screen, biochemical, fluorescence polarization. inhibition, % at 14.8 µM. 0.34% of 300,000 active; in the data active = inhibition above about 28%
CTSL1 counter – Fasciola hepatica cathepsin L1 inhibitors, primary screen, counter-screen for PFM18AAP inhibitor project, biochemical, QFRET, fluorogenic peptide substrate; recombinant F. hepatica cathepsin L1, Z-Leu-Arg-MCA fluorescence; inhibition, % at 5.96 µM; 0.49% of 300,000 active; AID 1906, 2009;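 active = inhibition above the mean of all tested compounds plus 3 SD, set per screening campaign, cut at about 17% in these data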;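 note: 0% = plate median of test compound wells and 100% = 1 µM Z-Phe-Ala-diazomethylketone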
CR mimetic SO – reduction of superoxide in aged yeast, primary screen, HTS; AID 2690, 2010; S. cerevisiae aged cells, superoxide DHE fluorescence; stronger effect = lower value; 0.18% of 330,000 active; superoxide response (% of plate mean), % at 10 µM;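 active = superoxide response under a set limit, about three screen SD below normal, cut at about 65% in these data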;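 note: yeast aged for seven days with compound at 30 °C before DHE staining; 100% = average MFI of all compound-treated wells on the plate with controls excluded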
TPT1 inh – Candida albicans TPT1 enzyme inhibitors, primary screen, biochemical, fluorescence polarization | recombinant caTPT1, FP RNA substrate dephosphorylation | 0.81% of 300,000 active | tRNA 2'-phosphotransferase TPT1 (Candida albicans SC5314) | inhibition, % at 5 µM;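 active = inhibition above the mean of all tested compounds plus 3 SD, set per screening campaign, cut at about 24% in these data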;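 note: plate controls were DMSO alone for no effect and ferristatin control at 100 nM for full effect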
ZTA DNA inh – blocks Epstein-Barr virus ZTA, an EBNA-1 counter-screen. P03206. ZTA-DNA binding, fluorescence polarization. inhibition, % at 11 µM. 0.15% of 320,000 active; in the data active = inhibition above about 33%
Target sequence (P03206 whole entry, looked up): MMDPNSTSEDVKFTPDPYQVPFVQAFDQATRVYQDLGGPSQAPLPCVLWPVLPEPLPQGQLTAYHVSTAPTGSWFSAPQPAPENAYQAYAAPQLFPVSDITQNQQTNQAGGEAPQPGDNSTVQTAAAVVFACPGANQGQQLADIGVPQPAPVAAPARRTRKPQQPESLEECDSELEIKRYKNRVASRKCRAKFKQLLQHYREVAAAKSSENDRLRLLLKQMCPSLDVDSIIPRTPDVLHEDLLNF
Active calls of the source: *; · = no result given. Rows were taken by chance. Share with any hit: about 3.1%.

SMILES | HCV core dimer | GASC-1 inh | PP1 counter | PP5 primary | EBNA-1 inhibitor | CTSL1 counter | CR mimetic SO | TPT1 inh | ZTA DNA inh
CN1CCN(C(=O)c2ccc(-n3cccc3)cc2)CC1 | -9 | -3 | 1 | 1.4 | 4 | 3 | 107 | -6 | 9
Cc1ccc(OCC(=O)N/N=C/c2cn(Cc3ccccc3)c3ccccc23)cc1 | 19 | -2 | 14 | 4.6 | 7 | -1 | 104 | 2 | -1
CC(=O)NCCn1c(SCc2cc(=O)n3cc(Cl)ccc3n2)nc2ccccc2c1=O | -2 | -2 | -1 | 1.3 | -2 | -1 | 94 | -2 | 0
C=C(C)CNC(=S)N=Nc1c(O)[nH]c2ccc([N+](=O)[O-])cc12 | -2 | 37 | -1 | 1.6 | -2 | 5 | 107 | 2 | -2
O=C(O)c1ccc(-c2nc(-c3ccccc3)c(-c3ccccc3)[nH]2)cc1 | 6 | 4 | 4 | 4.1 | -14 | 3 | 106 | -2 | 6
COC(=O)CSc1nc2ccc(C)cc2[nH]1 | 5 | 17 | 1 | 3.0 | 2 | 1 | 97 | -4 | -16
Cc1cc(C(=O)CSc2nnc(NCc3ccccc3)s2)c(C)n1C | 11 | 2 | 1 | 1.3 | 5 | -5 | 109 | -3 | -19
CN(C(=O)c1ccc2c(=O)n3c(nc2c1)CCCCC3)c1ccccc1Cl | -3 | -5 | -5 | -2.5 | 0 | 6 | 78 | -1 | -17
CCC1CCCCN1CCCNC(=O)CCC(=O)N1CCOc2ccccc21 (centres undefined) | -13 | 29 | -3 | 1.8 | -19 | 0 | 102 | 2 | 1
CCN(CC)Cc1cc(CCNC(=O)c2ccc(Cl)cc2)ccc1O | 3 | -13 | -3 | 1.0 | -3 | 0 | 123 | -1 | -1
CC(C)c1nc(SCC(=O)Nc2ccc(N(C)C)cc2)c2ccccc2n1 | 2 | -10 | 2 | 0.8 | 10 | 3 | 92 | -3 | -2
CC(=O)c1ccc(NC(=O)c2ccc(COc3ccccc3[N+](=O)[O-])o2)cc1 | -1 | 2 | 3 | -0.8 | 1 | 3 | 99 | 4 | 6
N#Cc1ccccc1S(=O)(=O)N1CCN(Cc2c(O)ccc3ccccc23)CC1 | · | -5 | 0 | 1.5 | · | · | 99 | · | 0
Cc1cc(NC(=O)CSc2nc3c(cc2C#N)CCC3)no1 | 6 | 14 | 0 | 1.2 | -7 | 1 | 96 | 0 | 2
C[n+]1ccccc1/C=C/c1ccc([N+](=O)[O-])cc1 | 4 | -8 | -2 | 1.0 | -6 | 0 | 99 | 0 | -3
COc1ccc(-c2cc(-c3ccccc3)nc(NN)n2)cc1OC | 1 | -1 | -4 | 4.6 | 1 | 7 | 97 | -1 | 0
c1ccc(CSc2ccc(-c3ccco3)nn2)cc1 | 4 | -6 | 0 | 0.8 | 14 | 4 | 87 | -4 | -6
CN(C)C(=S)Nc1ccc2c(c1)OCO2 | 0 | 13 | -3 | -1.3 | 8 | 1 | 96 | 0 | 9
CCOc1ccc(S(=O)(=O)NC2CCCCC2C)cc1 (centres undefined) | -2 | 1 | 2 | -0.5 | 3 | 3 | 99 | -4 | -15
CCN(CC)c1nc(-c2ccccc2)nc2ccccc12 | 2 | -9 | -3 | 3.0 | -7 | -1 | 101 | 0 | 0
CC1(C)C2CCC1(C)C(OCCNCCOC(=O)Nc1ccccc1)C2 (centres undefined) | 1 | 4 | 3 | 2.7 | 4 | 2 | 135 | 0 | -12
COc1ccccc1CNC(=O)C1CCCN(S(C)(=O)=O)C1 (centres undefined) | 1 | -3 | -5 | 0.1 | 15 | 0 | 112 | 0 | 2
O=C(Cn1nnc(-c2ccccc2)n1)N1CCN(S(=O)(=O)c2ccc(Cl)cc2)CC1 | 6 | 4 | 2 | 2.5 | 1 | -1 | 101 | -3 | 13
CN1C(=O)/C(=C2\SC(=S)N(NC(=O)c3cccnc3)C2=O)c2ccccc21 | 0 | -5 | -2 | -0.5 | -8 | 12 | 101 | -3 | -2
CCOC(=O)C1CCCN(C(=O)Cn2ncc3c([nH]c4ccccc43)c2=O)C1 (centres undefined) | 3 | 2 | 0 | 2.9 | -2 | -2 | 91 | 2 | 6

Three of the compounds above, field by field:
Cc1ccc(OCC(=O)N/N=C/c2cn(Cc3ccccc3)c3ccccc23)cc1
- HCV core dimer: 19
- GASC-1 inh: -2
- PP1 counter: 14
- PP5 primary: 4.6
- EBNA-1 inhibitor: 7
- CTSL1 counter: -1
- CR mimetic SO: 104
- TPT1 inh: 2
- ZTA DNA inh: -1
Cc1cc(C(=O)CSc2nnc(NCc3ccccc3)s2)c(C)n1C
- HCV core dimer: 11
- GASC-1 inh: 2
- PP1 counter: 1
- PP5 primary: 1.3
- EBNA-1 inhibitor: 5
- CTSL1 counter: -5
- CR mimetic SO: 109
- TPT1 inh: -3
- ZTA DNA inh: -19
COc1ccc(-c2cc(-c3ccccc3)nc(NN)n2)cc1OC
- HCV core dimer: 1
- GASC-1 inh: -1
- PP1 counter: -4
- PP5 primary: 4.6
- EBNA-1 inhibitor: 1
- CTSL1 counter: 7
- CR mimetic SO: 97
- TPT1 inh: -1
- ZTA DNA inh: 0

Next compounds:
SMILES | HCV core dimer | GASC-1 inh | PP1 counter | PP5 primary | EBNA-1 inhibitor | CTSL1 counter | CR mimetic SO | TPT1 inh | ZTA DNA inh
COC(=O)c1cc(C(=O)OC)cc(N2C(=O)CC(NNC(=O)c3ccccc3Cl)C2=O)c1 (centres undefined) | -3 | 0 | 0 | 1.1 | -10 | -7 | 110 | -2 | -11
CCOc1ccc(N(CC(=O)N2CCC(Cc3ccccc3)CC2)S(C)(=O)=O)cc1 | 2 | 8 | -1 | 0.9 | 3 | 3 | 114 | -3 | 6
CCCc1c(C)c2cccc(C)c2[nH]c1=O | 0 | 24 | -1 | -0.8 | -2 | 0 | 95 | -1 | 6
COc1ccc(N(Cc2cc3cc(OC)ccc3[nH]c2=O)S(C)(=O)=O)cc1 | -4 | -1 | -2 | 1.7 | 4 | -2 | 98 | -2 | -20
CC1(c2cccc(Br)c2)NC(=O)NC1=O (centres undefined) | 2 | 3 | -4 | -0.1 | 8 | 0 | 106 | -2 | -6
CCCCCCc1nc2c(=O)[nH]c3ccccc3c2o1 | 3 | -23 | -1 | -1.2 | -8 | 2 | 95 | 2 | -7
CN(Cc1cccnc1)C(=O)Cc1ccc(NS(=O)(=O)c2cccc(C(F)(F)F)c2)cc1 | -4 | 1 | -1 | 1.3 | -5 | 0 | 106 | -1 | -3
CCCSc1nc2c(cnn2-c2ccc(C)c(C)c2)c(=O)[nH]1 | -6 | 2 | 2 | -0.7 | 5 | -2 | 97 | -3 | -20
CS(=O)(=O)Nc1nnc(SCC(=O)N(c2ccccc2)c2ccccc2)s1 | 4 | -2 | -3 | -2.1 | 6 | 0 | 99 | 0 | 2
CCN(Cc1ccccc1)C(=O)Cn1c(=O)oc2ccccc21 | -2 | -9 | -1 | 0.3 | -7 | 0 | 94 | -5 | 1
CCNCCC(=O)N1c2ccccc2Sc2ccc(C(F)(F)F)cc21 | -10 | 0 | 2 | 2.5 | -8 | -3 | 111 | -1 | -8
CC(CCc1ccccc1)NC(=O)c1ccc(F)cc1 (centres undefined) | 4 | -46 | 5 | 2.8 | 1 | -5 | 105 | -1 | 0
COc1ccc([C@@H]2COc3c(ccc4c3C=CC(C)(C)O4)C2)c(OC)c1 | 1 | 5 | -7 | -0.9 | 8 | -2 | 104 | 3 | 9
CCCn1nnc(NC(=O)c2ccc(-c3cc(Cl)ccc3Cl)o2)n1 | 2 | 7 | 5 | 3.1 | 6 | 1 | 95 | 0 | 11
COc1ccc(/C=C/C(=O)Oc2ccc(/C=N/NC(=O)c3ccccc3)cc2)cc1OC | 10 | 7 | 4 | 1.2 | -15 | -1 | 111 | -3 | -3
CC(=O)Nc1nc(-c2ccc(Br)s2)cs1 | -12 | 4 | -1 | 2.9 | -2 | -2 | 101 | -3 | 0
COc1ccc(S(=O)(=O)N2CCC(C(=O)NCC3CCCO3)CC2)cc1C (centres undefined) | 3 | 1 | -5 | 0.2 | -3 | 1 | 96 | 0 | -5
C/C(=N\NC(=O)CNC(=O)c1ccc(F)cc1)c1ccco1 | 7 | -6 | 1 | 0.4 | 0 | 3 | 90 | -2 | -9
CCCCN(C(=O)Nc1ccccc1)C1CCS(=O)(=O)C1 (centres undefined) | · | · | 7 | 1.4 | · | · | 93 | · | -25
COC(=O)C1C(=O)C2=C(CC1C)Nc1ccccc1NC2c1ccc(C)s1 (centres undefined) | -16 | -10 | -3 | 1.2 | 2 | 1 | 114 | -1 | 0
CCN(CC)S(=O)(=O)c1ccc2oc(C(=O)NC(C)C)c(C)c2c1 | 4 | -1 | -5 | 3.0 | -13 | -2 | 101 | 3 | -7
CC1CCN(CC(O)COC2CC(C)CCC2C(C)C)CC1 (centres undefined) | 3 | 4 | -4 | -1.6 | -5 | -10 | 89 | 3 | -2
COC(=O)C1=C(CS(=O)(=O)c2ccc(Cl)cc2)NC(=O)NC1c1ccc(O)c(OC)c1 (centres undefined) | 2 | 0 | -2 | -0.9 | 2 | 1 | 91 | -3 | 12
O=C(NC(=S)Nc1ccc(S(=O)(=O)N2CCCCC2)cc1)c1ccc(Cl)cc1 | 20 | -6 | -1 | 1.9 | 0 | 0 | 120 | -1 | -6
COC(=O)c1cc2c(cc1Cl)N1CCCCCC1=NS2(=O)=O | -4 | 5 | 1 | 0.8 | -1 | -3 | 99 | 2 | 9

Other records follow:
SMILES | HCV core dimer | GASC-1 inh | PP1 counter | PP5 primary | EBNA-1 inhibitor | CTSL1 counter | CR mimetic SO | TPT1 inh | ZTA DNA inh
Cc1cc(C)c(S(=O)(=O)NCCCN2CCOCC2)cc1Br | 5 | 9 | -4 | 1.4 | -1 | -4 | 105 | 0 | -8
Cc1nc(C(=O)N/N=C/c2[nH]ncc2Br)cs1 | 1 | 2 | -5 | 2.5 | -8 | -2 | 91 | 1 | 1
COc1cc(NC(=O)CSc2nc3c(C)ccc(C)c3cc2C)c(C(=O)O)cc1OC | 5 | -2 | 5 | 1.1 | -3 | -1 | 99 | -2 | 15
Cc1ccc(CN2CC(C(=O)N3CCN(c4ccccc4O)CC3)CC2=O)cc1 (centres undefined) | -2 | -10 | -4 | 4.2 | -5 | -2 | 105 | -2 | 4
N#Cc1cccc(NC(=O)NCCc2c[nH]c3ccccc23)c1 | 8 | 3 | 3 | 1.7 | 6 | 2 | 95 | 2 | -3
COc1ccc(OC)c(NC(=O)COC(=O)CSc2ccc(Cl)cc2)c1 | 9 | 8 | 3 | 0.5 | -2 | -7 | 108 | -1 | -2
c1ccc(OCCOCCN2CCN(C(c3ccccc3)c3ccccc3)CC2)cc1 | -3 | 3 | 10 | 1.1 | 7 | -1 | 91 | 1 | 0
CCOc1ccc(NC(=O)c2nn(C)c(C(=O)Nc3ccc(OCC)cc3)c2[N+](=O)[O-])cc1 | 4 | 8 | -2 | -1.3 | 2 | -1 | 105 | -2 | 2
C=CCN1C(=O)[C@@H]2Cc3c([nH]c4ccccc34)C(c3ccc(O)cc3)N2C1=S (some centres undefined) | -16 | 5 | 2 | 8.2 | -9 | -1 | 101 | 78* | -16
O=C(NCc1ccccc1)c1c[nH]c2cc3c(cc2c1=O)OCCO3 | -4 | 8 | 1 | 2.9 | 6 | 3 | 99 | -1 | 13
COc1ccccc1N1CCN(Cc2cccs2)CC1 | -4 | -6 | -1 | -0.2 | -2 | -2 | 99 | 1 | 9
